Diaphorase act: compounds boosting diaphorase resazurin reduction – biochemical, uHTS, resorufin fluorescence, counter-screen for diaphorase-coupled primary assays, primary screen; Diaphorase/resazurin coupled assay, 16 min; hits give high values; 1 = vehicle wells, 0 = NADH-free wells; activation factor at 20 µM; AID 1229, 2008; 0.005% of 190,000 active;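 active = diaphorase activity raised at least twofold by the compound at 20 µM; inactive = activation factor below 2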
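test system = bacterial diaphorase enzyme (C. kluyveri) | quantity = enzyme 0.07 U/mL final | reagent = NADH substrate 0.114 mM plus resazurin dye 0.1 mM, final | incubation = 16 min enzyme reaction, ambient temperature | buffer or medium = HEPES pH 7.4 buffer with MgCl2 and Tween 20 | signal = fluorescence of resorufin, 544 nm excitation, 590 nm emission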
Diaphorase inh: diaphorase inhibitors and chemical oxidizers, primary screen, counter-screen for diaphorase-coupled primary assays, biochemical, uHTS, resorufin fluorescence. 0.69% of 190,000 active. inhibition, % at 20 µM. diaphorase resazurin-to-resorufin fluorescence, NADH, 16 min; bacterial (C. kluyveri) enzyme, not human;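 active = primary screen inhibition at 20 µM above a set limit, cut at about 50% in these data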;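 also: plate controls were DMSO with full reaction for no effect and wells lacking NADH for full effect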
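Assay system: diaphorase enzyme from Clostridium kluyveri. Quantity: enzyme working solution with 0.14 U/mL diaphorase. Schedule: reaction incubation of 16 min at room temperature. Technique: resorufin fluorescence, excitation 544 nm, emission 590 nm. Controls: No-NADH positive control and DMSO neutral control.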
S1P3 antagonist: S1P3 receptor antagonists, primary screen, cell-based. 0.27% of 170,000 active. CHO S1P3 NFAT-BLA reporter, FRET fluorescence, antagonist mode. Sphingosine 1-phosphate receptor 3 (Homo sapiens), Q99500. inhibition, % at 4.98 µM;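 active = inhibition above the plate cutoff, the mean inhibition of test wells on that plate plus 3 SD, cut at about 28% in these data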;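 also: cells challenged with S1P at its EC80 of 0.8 µM; blue over green emission ratio from cleaved BLA substrate after 4 h stimulation; 0% = S1P-stimulated wells and 100% = unstimulated DMSO-only wells; some compounds past the cut are filed as inactive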
TR-FRET SRC-2 ct: TR-FRET signal artefacts, primary screen, artefact control for PPARgamma SRC-2 agonist project, biochemical. TR-FRET ratio at 8 µM. 0.4% of 200,000 active. TR-FRET artefact counter-screen; hits give high values; in the data active = TR-FRET ratio above about 2000; also: inactives centre near 1500
PPARg SRC1 recr: PPARgamma agonists recruiting SRC-1 coactivator, primary screen, biochemical; PPARgamma-SRC-1 coactivator recruitment biochemical assay; activation, % at 8 µM; 0.41% of 200,000 active; in the data active = activation above about 19%;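 also: 0% = DMSO and 100% = reference agonist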
PPARg SRC2 recr: agonists of PPARg-SRC-2 recruitment, primary screen, biochemical, HTS; Peroxisome proliferator-activated receptor gamma (Homo sapiens), P37231; PPARgamma LBD-SRC-2 recruitment; activation, % at 8 µM; 0.34% of 200,000 active; AID 1032, 2008; in the data active = activation above about 22%;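 also: 0% = vehicle and 100% = reference agonist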
PPARg SRC3 recr: PPARgamma agonists recruiting SRC-3 coactivator, primary screen, biochemical | AID 731, 2007 | 0.26% of 200,000 active | activation, % at 8 µM | Peroxisome proliferator-activated receptor gamma (Homo sapiens), P37231 | biochemical PPARgamma/SRC-3 coactivator recruitment assay; in the data active = activation above about 23%;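 also: 0% = DMSO and 100% = reference agonist; some compounds past the cut are filed as inactive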
ROMK mod: ROMK potassium channel modulators, primary screen, cell-based, thallium flux, MLSMR library. ATP-sensitive inward rectifier potassium channel 1 (Homo sapiens), P48048. Tet-inducible ROMK, thallium flux fluorescence; actives lie on both sides. B-score at 10 µM. 2% of 130,000 active;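 active = signal ratio slope over the read window, or its plate-corrected B-score, at least 3 SD from the plate mean, either direction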;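 also: B-score of the F/F0 ratio slope over 7 to 12 s after thallium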
Target sequence (P48048 whole entry, looked up): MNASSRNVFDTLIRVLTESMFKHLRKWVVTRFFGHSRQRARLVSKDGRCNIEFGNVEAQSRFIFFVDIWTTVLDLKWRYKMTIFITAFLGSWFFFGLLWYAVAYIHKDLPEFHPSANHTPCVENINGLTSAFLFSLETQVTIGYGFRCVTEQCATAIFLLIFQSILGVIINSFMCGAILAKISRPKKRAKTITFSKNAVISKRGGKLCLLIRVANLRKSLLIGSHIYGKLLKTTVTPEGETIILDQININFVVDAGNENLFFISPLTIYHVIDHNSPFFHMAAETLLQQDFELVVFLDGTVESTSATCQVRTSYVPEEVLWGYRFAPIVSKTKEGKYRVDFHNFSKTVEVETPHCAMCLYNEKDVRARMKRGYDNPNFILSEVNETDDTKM
G6PDH CS: L. mesenteroides G6PDH inhibitors, counter-screen for G6PDH-coupled screening assays, biochemical, Leuconostoc mesenteroides enzyme; Purified L. mesenteroides G6PDH, diaphorase/resazurin coupled fluorescence, 45 min; 0.12% of 200,000 active; inhibition, % at 5 µM; glucose-6-phosphate dehydrogenase [Leuconostoc mesenteroides]; AID 1020, 2008; in the data active = inhibition above about 50%
PMI act satM6P: human PMI activators, high substrate, primary screen, biochemical, fluorescence intensity, near-saturating mannose 6-phosphate; Mannose-6-phosphate isomerase (Homo sapiens), P34949; 0.34% of 190,000 active; coupled PMI enzyme assay, resazurin fluorescence, 20 min; hits give high values; 1 = untreated enzyme, 0 = substrate-free blank; activation factor at 20 µM;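 active = activation factor of 2 or more at 20 µM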
Target sequence (P34949 whole entry, looked up): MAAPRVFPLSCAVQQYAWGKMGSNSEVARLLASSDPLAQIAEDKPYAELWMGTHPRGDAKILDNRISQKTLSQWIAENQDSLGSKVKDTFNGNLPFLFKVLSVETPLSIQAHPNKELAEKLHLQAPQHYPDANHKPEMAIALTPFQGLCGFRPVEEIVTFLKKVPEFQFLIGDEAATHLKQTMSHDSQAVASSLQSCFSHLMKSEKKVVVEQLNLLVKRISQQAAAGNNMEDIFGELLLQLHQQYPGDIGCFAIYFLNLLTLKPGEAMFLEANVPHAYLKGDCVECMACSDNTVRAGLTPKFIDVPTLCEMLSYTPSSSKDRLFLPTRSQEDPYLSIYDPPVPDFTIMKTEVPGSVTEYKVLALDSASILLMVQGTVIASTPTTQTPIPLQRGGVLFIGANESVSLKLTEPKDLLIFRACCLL
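Test system: Human PMI in coupled enzyme assay | Input: 15 ng/mL PMI | Medium: HEPES-buffered pH 7.4 with magnesium and detergent | Compound: One concentration, 20 µM, in 1% DMSO | Incubation: Enzyme reaction with compound 20 min at room temperature | Detection: Diaphorase-driven resazurin-to-resorufin fluorescence, excitation 544, emission 590 nm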
PMI activator: activators of human PMI, primary screen, biochemical, fluorescence intensity, near-Km mannose 6-phosphate; purified human PMI, coupled resazurin fluorescence, 20 min; hits give high values; 1 = vehicle control, 0 substrate-free wells; 0.005% of 190,000 active; Mannose-6-phosphate isomerase (Homo sapiens), P34949; activation factor at 20 µM;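 active = activation factor of 2 or more at 20 µM, relative to plate controls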
* hit, by the source's call; . = no result given. Outcome played no part in choosing rows; any-hit rate near 3.3%.

SMILES	Diaphorase act	Diaphorase inh	S1P3 antagonist	TR-FRET SRC-2 ct	PPARg SRC1 recr	PPARg SRC2 recr	PPARg SRC3 recr	ROMK mod	G6PDH CS	PMI act satM6P	PMI activator
CC(C)C(NC(=O)c1cccs1)c1nnc(SCC(=O)Nc2nccs2)n1C (stereo not given)	0.8	22	-6	1403	7	-7	-4	.	-5	0.9	0.9
NS(=O)(=O)c1ccc(CNC(=O)c2cc(-c3ccccn3)nc3ccc(Cl)cc23)cc1	1	4	-2	2879*	63*	64*	54*	0.36	0	1.1	1.5
CCOC(=O)CSc1nc(Cc2ccccc2)nc2ccccc12	0.8	19	7	1707	4	-2	2	-0.32	12	0.9	0.9
O=C(COC(=O)C(c1ccccc1)c1ccccc1)NCc1ccco1	1	-1	-14	1557	3	7	8	-1.8	-4	0.9	1
Cc1nc(NC(=O)CN2CCOCC2)sc1-c1ccccc1	1	5	.	1678	4	-3	-5	-1.2	4	1	1.1
O=C(c1cnn2c(C(F)(F)F)cc(-c3ccccc3)nc12)N1CCCc2ccccc21	0.8	17	.	1511	2	-1	-1	1.2	5	0.9	0.9
CCNc1ccc(Br)cc(C(=O)/C=C/c2ccc(Cl)cc2Cl)c1=O	0.5	54*	.	1527	8	1	23	.	21	1.3	1.1
COCCNC(=O)/C(C#N)=C/c1ccc(OCc2ccccc2)cc1	0.7	30	4	1722	11	8	5	.	8	0.8	0.8
CN(c1ccccc1)S(=O)(=O)c1ccc(NC(=S)Nc2ccccc2)cc1	0.9	9	.	1520	1	2	-6	.	5	1	1
Cc1ccc(OCC(=O)Nc2ccccc2F)cc1C	0.9	7	-1	1593	15	3	10	-0.46	16	1	0.9
O=C(Nc1cccc(C(F)(F)F)c1)/C(=C\c1ccco1)NC(=O)c1cccs1	1	-3	1	1560	2	-1	-2	0.039	-8	1.1	0.9
COc1ccccc1NS(=O)(=O)c1cccc(C(=O)N/N=C/c2cn(-c3ccccc3)nc2-c2ccccc2)c1	0.9	6	-17	1535	-1	10	-1	0.087	1	0.9	1
O=C(NCCN1CCOCC1)C1CCN(S(=O)(=O)N2CCCCC2)CC1	0.9	10	-9	1535	11	-4	4	1.3	6	0.9	0.9
CC1CCN(c2cc(=O)n(C3CCCCC3)c(=O)[nH]2)CC1	1	3	.	1473	-2	8	4	.	-1	0.9	0.9
COc1cc2c(C(=O)OCCN(C)C)c(CSc3ccccc3)n(C)c2cc1Br	1.1	-11	-13	1381	9	2	8	0.039	-4	1	1
COc1cc(O)c(/C=N/NC(=O)c2ccncc2)c(OC)c1[N+](=O)[O-]	0.7	28	5	1733	-1	7	2	0.79	-7	1.2	1
CC(C)(C)NCC(O)CON=C1c2ccccc2-c2ccccc21 (stereo not given)	0.9	8	-1	1473	3	2	-2	-2.2	-6	1	0.9
O=c1c2ccccc2nc2c3ccccc3ncn12	0.9	12	.	1607	-6	3	3	0.074	4	0.9	1
NC(=O)C1CCN(C(=O)COc2ccc3ccccc3c2)CC1	0.9	9	.	1568	4	7	-5	-1.1	5	1	1
Cc1nn(C)c(C)c1CNC(=O)Nc1cccc(Cl)c1C	1	-3	12	1409	-5	-7	-1	0.22	4	1	1
CCNc1nc(NCC)nc(N/N=C/c2ccc(N(C)C)cc2)n1	1.2	-16	-4	1457	-4	5	-3	0.25	2	1.1	1.1
CCS(=O)(=O)Nc1cccc(-c2ccc3nnc(C)n3n2)c1	1	-1	0	1447	5	-2	-1	0.0096	4	1.1	1.2
COc1ccc(Cl)c(Cn2c(NCCCO)nc3c2c(=O)n(C)c(=O)n3C)c1	0.9	12	-42	1561	5	5	6	-0.55	-2	1	1
CN(Cc1nccn1C)C(=O)CC1C(=O)NCCN1Cc1ccccc1C(F)(F)F (stereo not given)	0.9	13	14	1632	5	9	3	0.21	14	1	1.1
Fc1ccc(-c2cc3nc(-c4ccccc4)cc(N4CCOCC4)n3n2)cc1	0.8	16	.	1523	-3	-1	-6	-0.058	14	1	1
(list continues)
SMILES	Diaphorase act	Diaphorase inh	S1P3 antagonist	TR-FRET SRC-2 ct	PPARg SRC1 recr	PPARg SRC2 recr	PPARg SRC3 recr	ROMK mod	G6PDH CS	PMI act satM6P	PMI activator
Cc1cc(C)cc(NC(=O)CCc2nc3ccccc3[nH]2)c1	1	4	.	1634	8	5	7	.	5	1	1
CCc1ccc2nc(-c3cccc(C)c3)nc(SCC(=O)NCC3CCCO3)c2c1 (stereo not given)	0.9	5	.	1610	7	1	3	.	10	1.1	1.1
Cc1[nH]n(-c2ccc([N+](=O)[O-])cc2)c(=O)c1C=NCCN1CCN(C(=O)c2cccc(F)c2)CC1	0.8	15	.	1199	0	-2	-6	0.47	-4	1	0.9
O=C(NCc1cn2ccsc2n1)c1cccc(C(F)(F)F)c1	1	1	-14	1575	2	4	1	.	4	1.1	1.1
C#CCOCCOCCOCCNc1nc(N2CCN(C(=O)Cn3cc(CC(C)O)nn3)CC2)nc(N2CCN(C(=O)[C@H](CCCCN)n3cc(CCC(=O)O)nn3)CC2)n1 (stereo not given in full)	1	-3	-2	1382	7	16	2	0.07	10	1.2	1.2
COc1cccc(CN(C)CC(=O)Nc2cccc(C(F)(F)F)c2)c1OC	0.8	16	5	1471	1	-2	2	-0.11	9	1	1
Cc1ccc(N(CC(=O)Nc2ccc(S(=O)(=O)N3CCOCC3)cc2)S(C)(=O)=O)cc1C	0.9	13	.	1441	1	-1	1	.	3	1	1
CCOC(=O)c1[nH]c(C)c(C(=O)NC2CCCCCC2)c1C	0.9	11	-22	1381	4	-3	-7	.	7	1	1
CCS(=O)(=O)Nc1c(C)n(C)n(-c2ccccc2)c1=O	0.9	8	.	1543	4	3	-6	0.48	4	1	0.9
CCOC(=O)CSc1nnc(CSc2nc3ccccc3c(=O)[nH]2)n1-c1ccccc1	1	-1	19	1526	-8	-5	3	.	10	1	1
C=CCOc1ccc(Br)cc1CNCCO	1	0	-27	1509	-1	-3	-1	0.12	14	0.9	1
CCOc1ccc(CCNC(=O)CSc2cc(=O)n(C)c3ccc(Cl)cc23)cc1OCC	1	3	9	1896	12	19	10	0.81	-19	1.1	0.9
COc1ccc(CNC(=O)COC(=O)/C=C/c2ccc(S(=O)(=O)N3CCOCC3)cc2)cc1	0.9	7	-6	1501	-1	-1	5	1	-1	1	1
CC(C)c1ccc(C(N)=S)cc1	0.9	12	-5	1633	6	4	8	0.62	0	0.9	1
Cc1noc(C)c1CSCc1ccc(Cl)cc1	0.9	10	-4	1487	-8	2	3	.	2	1	0.9
COC(=O)c1ccc2c(c1)C(C)(C)C(/C=C/c1ccccc1O)=[N+]2C	0.9	10	.	1516	-2	3	6	.	3	1.1	0.6
CC(C)(S)[C@@H](N)C(=O)O	0.9	8	-7	1472	1	3	-3	.	10	1.1	1.1
CCOc1ccc2[nH]c(=O)c(CN(Cc3ccco3)Cc3nnnn3Cc3ccccc3)cc2c1	0.9	9	-6	1725	7	9	4	.	4	1.1	0.9
CN1C(=O)NC2(O)C(=O)c3ccccc3C12O (stereo not given)	0.8	16	.	1536	1	10	8	0.18	7	0.9	0.9
CCc1nnc(NC(=O)c2ccc3ccccc3n2)s1	1.1	-6	16	1540	11	1	2	0.043	3	1	1
COc1ccc(CCN2C(=O)C3C4CC(C5C(C(=O)O)=NOC45)C3C2=O)cc1OC (stereo not given)	1	3	.	1563	3	1	-2	-1	22	1.1	1
CCN1CCN(C(=O)C(C)N(c2ccc(C)cc2)S(C)(=O)=O)CC1 (stereo not given)	1	3	10	1585	-2	-2	9	0.44	16	0.9	0.9
O=c1cc(CSc2nnnn2-c2ccccc2)nc2nc[nH]n12	0.9	12	15	1554	-1	8	-4	0.64	-14	1	0.9
CCCn1c(SCC(=O)Nc2nc(C)cs2)nnc1-c1cccnc1	0.9	5	-19	1704	2	9	10	-1.5	-2	0.9	0.9
CC(=O)c1cccc(S(=O)(=O)NCCC(=O)O)c1	0.9	14	-22	1560	-2	-6	-1	-1.2	-3	1	1
Following part
SMILES	Diaphorase act	Diaphorase inh	S1P3 antagonist	TR-FRET SRC-2 ct	PPARg SRC1 recr	PPARg SRC2 recr	PPARg SRC3 recr	ROMK mod	G6PDH CS	PMI act satM6P	PMI activator
COc1ccc(-n2nc(C(=O)NCC(=O)NCC3CCCO3)c3ccccc3c2=O)cc1Cl (stereo not given)	0.9	9	.	1569	0	7	1	.	3	1.1	1
Cc1cc(NC(=O)COc2ccc(N(C)S(=O)(=O)c3ccccc3)cc2)no1	0.9	6	-14	1764	9	6	5	.	4	1	0.9
Cc1ccc(C(=O)N/C(=C\c2ccc(Cl)cc2)C(=O)NCC2CCCO2)cc1 (stereo not given)	0.9	6	-8	1531	-5	1	-8	-0.2	-5	1	0.9
Clc1cccc(Nc2nc(-c3ccncc3)cs2)c1	.	.	20	1674	9	14	4	0.16	4	.	.
c1ccc(C2=Nn3c(nnc3-c3ccco3)SC2)cc1	0.3	73*	-1	1549	-8	7	1	0.23	-1	0.2	0.2
Cc1ccc(C(=O)OCC(=O)Nc2ccccc2N2CCOCC2)cc1	0.9	13	.	1655	3	-1	-19	-0.5	-1	1	1
COc1cc(C(=O)Nc2ccc(OCC(=O)O)cc2)cc(OC)c1OC	0.9	10	-8	1609	15	12	13	.	12	1.1	1.1

3 structures from above, arranged by formula weight, high to low.
SMILES	Diaphorase act	Diaphorase inh	S1P3 antagonist	TR-FRET SRC-2 ct	PPARg SRC1 recr	PPARg SRC2 recr	PPARg SRC3 recr	ROMK mod	G6PDH CS	PMI act satM6P	PMI activator
COc1ccc(-n2nc(C(=O)NCC(=O)NCC3CCCO3)c3ccccc3c2=O)cc1Cl (stereo not given)	0.9	9	.	1569	0	7	1	.	3	1.1	1
Cc1cc(NC(=O)COc2ccc(N(C)S(=O)(=O)c3ccccc3)cc2)no1	0.9	6	-14	1764	9	6	5	.	4	1	0.9
Cc1ccc(C(=O)OCC(=O)Nc2ccccc2N2CCOCC2)cc1	0.9	13	.	1655	3	-1	-19	-0.5	-1	1	1
